ROS inducer = inducers of reactive oxygen species in cancer cells | hit rate 2% among 46,000 | U2OS ROS induction, H2DCF-DA fluorescence | ROS induction (% of piperlongumine), % at 10 µM; in the data active means ROS induction above about 79%, passing the limit was not always enough; inconclusive means no clear call, values can overlap the other calls;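 further: 0% = DMSO vehicle median and 100% = reference compound median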
* = called active by the depositor; ? = inconclusive. An excerpt; rates above refer to the full screens.

SMILES	ROS inducer
Cc1ccc(S(=O)(=O)N(CC(=O)O)c2ccc(Cl)c(C(F)(F)F)c2)cc1	40
CC(C)=CCOc1cc2oc(=O)ccc2cc1O	30
C[C@H](CO)N1C[C@H](C)[C@H](CN(C)Cc2ccc(C(=O)O)cc2)Oc2c(NS(=O)(=O)c3cccs3)cccc2C1=O	-9
COc1ccccc1N1CCN(C(=O)c2cnn(-c3ccc(Cl)cc3)c2C)CC1	-17
C[C@H](CO)N1C[C@H](C)[C@H](CN(C)S(=O)(=O)c2ccc(Cl)cc2)Oc2ccc(NC(=O)Nc3ccc(C(F)(F)F)cc3)cc2C1=O	7
C[C@H](CO)N1C[C@H](C)[C@H](CN(C)C)Oc2ccc(NC(=O)Nc3ccccc3)cc2CC1=O	7
C[C@@H]1CN([C@H](C)CO)C(=O)CCCn2nncc2CO[C@H]1CN(C)Cc1ccc2cccnc2c1	0
C[C@@H]1CN([C@@H](C)CO)C(=O)CCCn2nncc2CO[C@@H]1CN(C)Cc1ccncc1	1
COc1ccc(S(=O)(=O)Nc2ccc3c(c2)CC(=O)N([C@H](C)CO)C[C@@H](C)[C@H](CN(C)C(=O)Nc2ccccc2)O3)cc1	-4
COc1ccc(NC(=O)Nc2ccc3c(c2)C(=O)N([C@H](C)CO)C[C@@H](C)[C@H](CN(C)CC2CCCCC2)O3)cc1	-6
COc1cc(/C=C/c2cc(O)cc(O)c2)ccc1O[C@@H]1O[C@H](CO)[C@@H](O)[C@H](O)[C@H]1O	-2
C[C@@H]1CCCCO[C@H](CN(C)C(=O)NC2CCCCC2)[C@@H](C)CN([C@H](C)CO)C(=O)c2cc(NC(=O)Nc3ccc(F)cc3)ccc2O1	24
C[C@H](CO)N1C[C@H](C)[C@@H](CN(C)S(=O)(=O)c2cccs2)Oc2ccc(NC(=O)c3ccncc3)cc2C1=O	-8
CCc1nnc2sc(-c3ccc(N)cc3)nn12	62
CC1CC(NC(=S)N(C)C)CC(C)(C)C1 (stereo unspecified)	-11
Cc1noc(C)c1S(=O)(=O)N(C)C[C@@H]1Oc2ccc(NS(=O)(=O)c3cn(C)cn3)cc2CC(=O)N([C@H](C)CO)C[C@H]1C	-7
C[C@H](CO)N1C[C@H](C)[C@H](CN(C)Cc2ccccc2)Oc2ccc(NC(=O)c3ccncc3)cc2CC1=O	6
CCN(CC)C(=O)Oc1ccnc2cc(Cl)ccc12	-5
O=C(COc1ccccc1Br)Nn1c(=S)[nH]c2ccccc2c1=O	-10
CCOC(=O)c1ccc2nc(C(F)(F)F)nc(NCCc3ccc(OC)cc3)c2c1	59
C[C@@H]1CN([C@@H](C)CO)C(=O)c2cc(NC(=O)CCCN(C)C)ccc2O[C@H]1CN(C)S(=O)(=O)c1cn(C)cn1	?
N#Cc1c(NC(=O)CCn2cnc3ccccc3c2=O)sc2c1CCCC2	24
C[C@H]1CN([C@@H](C)CO)C(=O)c2cc(NS(=O)(=O)c3ccc(Cl)cc3)ccc2O[C@H]1CN(C)Cc1ccc(-c2ccccc2)cc1	22
Cc1ccccc1OCC(O)Cn1c2ccccc2c2ccccc21 (stereo unspecified)	16
COC(=O)C(CC#Cc1ccc2c(c1)[C@]1(C(=O)N2)[C@H](c2ccccc2OCCO)N2[C@H](c3ccccc3)[C@H](c3ccccc3)OC(=O)[C@H]2[C@@H]1C(=O)Nc1nc2ccccc2s1)C(=O)OC	46

Among those listed so far, these have two or more sulfur atoms.
SMILES	ROS inducer
C[C@H](CO)N1C[C@H](C)[C@H](CN(C)Cc2ccc(C(=O)O)cc2)Oc2c(NS(=O)(=O)c3cccs3)cccc2C1=O	-9
C[C@H](CO)N1C[C@H](C)[C@@H](CN(C)S(=O)(=O)c2cccs2)Oc2ccc(NC(=O)c3ccncc3)cc2C1=O	-8
Cc1noc(C)c1S(=O)(=O)N(C)C[C@@H]1Oc2ccc(NS(=O)(=O)c3cn(C)cn3)cc2CC(=O)N([C@H](C)CO)C[C@H]1C	-7

Returning to the listing; the 6 compounds before the break are reprinted first.
SMILES	ROS inducer
CCOC(=O)c1ccc2nc(C(F)(F)F)nc(NCCc3ccc(OC)cc3)c2c1	59
C[C@@H]1CN([C@@H](C)CO)C(=O)c2cc(NC(=O)CCCN(C)C)ccc2O[C@H]1CN(C)S(=O)(=O)c1cn(C)cn1	?
N#Cc1c(NC(=O)CCn2cnc3ccccc3c2=O)sc2c1CCCC2	24
C[C@H]1CN([C@@H](C)CO)C(=O)c2cc(NS(=O)(=O)c3ccc(Cl)cc3)ccc2O[C@H]1CN(C)Cc1ccc(-c2ccccc2)cc1	22
Cc1ccccc1OCC(O)Cn1c2ccccc2c2ccccc21 (stereo unspecified)	16
COC(=O)C(CC#Cc1ccc2c(c1)[C@]1(C(=O)N2)[C@H](c2ccccc2OCCO)N2[C@H](c3ccccc3)[C@H](c3ccccc3)OC(=O)[C@H]2[C@@H]1C(=O)Nc1nc2ccccc2s1)C(=O)OC	46
C[C@@H]1CN([C@@H](C)CO)C(=O)c2cccc(NC(=O)c3cnccn3)c2O[C@@H]1CN(C)Cc1ccncc1	9
C[C@H]1CN([C@@H](C)CO)C(=O)c2cccc(NC(=O)c3cnccn3)c2O[C@@H]1CN(C)Cc1ccccc1	4
COc1ccc(C#Cc2ccc3c(c2)[C@]2(C(=O)N3)[C@H](C(=O)N3CCCCCCC3)[C@H]3C(=O)O[C@H](c4ccccc4)[C@H](c4ccccc4)N3[C@@H]2c2ccccc2OCCO)cc1	39
CC1CCc2c(sc3ncnc(SCC(=O)Nc4ccc5c(c4)OCCO5)c23)C1 (stereo unspecified)	-6
Cc1ccc(S(=O)(=O)Nc2cccc3c2O[C@@H](CN(C)C(=O)Nc2ccc(C(F)(F)F)cc2)[C@@H](C)CN([C@H](C)CO)C3=O)cc1	8
C/C=C/[C@H](CC(=O)N(CCO)Cc1ccccc1)[Si](C)(C)c1ccc(OC)cc1	53
O=c1c2ccccc2c(-c2ccccc2)nn1Cc1ccccc1	-4
C[C@H]1CN([C@@H](C)CO)C(=O)c2cccc(NC(=O)c3cnccn3)c2O[C@H]1CN(C)CC1CCCCC1	-1
O=C(N/N=C/c1ccc(S(=O)(=O)O)o1)c1ccccn1	-8
C[C@@H]1CN([C@@H](C)CO)C(=O)CCCn2nncc2CO[C@H]1CN(C)C(=O)Nc1ccc(-c2cccs2)cc1	24
COc1ccc(NC(=O)Nc2ccc3c(c2)CC(=O)N([C@@H](C)CO)C[C@@H](C)[C@@H](CN(C)Cc2ccc(-c4ccccc4)cc2)O3)cc1	5
CC(C)NC(=O)N(C)C[C@@H]1Oc2ccc(NC(=O)NC3CCCCC3)cc2CC(=O)N([C@@H](C)CO)C[C@@H]1C	-14
COc1ccccc1NC(=O)CNS(=O)(=O)c1ccccc1	-4
O=C(NCc1csc(-c2cccs2)n1)c1ccno1	-13
C[C@@H]1CN([C@H](C)CO)C(=O)Cc2cc(N(C)C)ccc2O[C@@H]1CN(C)C(=O)Nc1ccc(C(F)(F)F)cc1	0
C[C@H](CO)N1C[C@H](C)[C@H](CN(C)C(=O)NC2CCCCC2)Oc2ccc(NC(=O)Nc3ccccc3)cc2C1=O	2
O=C1c2ccccc2C(=O)C1c1cc(Cl)cc(Cl)c1	6
C[C@H]1CN([C@@H](C)CO)C(=O)c2cc(NS(=O)(=O)c3ccccc3)ccc2O[C@@H]1CN(C)Cc1ccc(C(F)(F)F)cc1	43
C[C@H]1CN([C@@H](C)CO)C(=O)c2cc(NC(=O)NC3CCCCC3)ccc2O[C@H]1CN(C)S(=O)(=O)c1ccc(F)cc1	-7
COc1ccc(NC(=O)Nc2ccc3c(c2)C(=O)N([C@@H](C)CO)C[C@H](C)[C@H](CN(C)C(=O)Nc2ccc(F)cc2)O3)cc1	2
C[C@H](CO)N1C[C@H](C)[C@H](CN(C)Cc2ccc(Oc3ccccc3)cc2)Oc2ccc(NS(=O)(=O)c3ccc(F)cc3)cc2C1=O	29
CSc1ccc(-c2cc(=O)c3ccccc3o2)cc1	31
COc1ccc(NC(=O)N(C)C[C@@H]2OCc3cnnn3CCCC(=O)N([C@H](C)CO)C[C@@H]2C)cc1	-7
COc1ccc(S(=O)(=O)Nc2ccc3c(c2)C(=O)N([C@@H](C)CO)C[C@H](C)[C@H](CN(C)Cc2ccccc2)O3)cc1	9
C[C@@H]1O[C@@H](Oc2ccc3c(=O)c(-c4ccc(O)cc4)coc3c2)[C@H](O)[C@H](O)[C@H]1O	-3

Fetched by structure from the list above:
SMILES	ROS inducer
O=C(NCc1csc(-c2cccs2)n1)c1ccno1	-13
COc1ccccc1NC(=O)CNS(=O)(=O)c1ccccc1	-4
C[C@H](CO)N1C[C@H](C)[C@H](CN(C)S(=O)(=O)c2ccc(Cl)cc2)Oc2ccc(NC(=O)Nc3ccc(C(F)(F)F)cc3)cc2C1=O	7

Next records follow:
SMILES	ROS inducer
C=CCNC(=O)[C@@H]1[C@H]2C(=O)O[C@H](c3ccccc3)[C@H](c3ccccc3)N2[C@H](c2ccc(O)cc2)[C@@]12C(=O)Nc1ccc(C#CCCO)cc12	15
CCn1c(SCC(=O)Nc2ccc3c(c2)OCCO3)nnc1-c1ccco1	-4
CN(Cc1ccccc1)C(=O)c1cc2c(s1)-c1ccccc1S(=O)(=O)C2	6
COc1cc2c(cc1OC)C(C)N(C(=O)c1nn(-c3ccccc3)nc1C)CC2 (stereo unspecified)	-2
C[C@@H]1CCCCO[C@H](CN(C)C(=O)Nc2cccc3ccccc23)[C@@H](C)CN([C@H](C)CO)C(=O)c2cc(NC(=O)Nc3ccc(C(F)(F)F)cc3)ccc2O1	40
Cc1noc(C)c1NC(=O)Nc1ccc2c(c1)CC(=O)N([C@H](C)CO)C[C@@H](C)[C@@H](CN(C)C(=O)Nc1c(C)noc1C)O2	3
Cc1noc(C)c1NC(=O)N(C)C[C@@H]1Oc2ncc(C#Cc3ccc(C(F)(F)F)cc3)cc2C(=O)N([C@H](C)CO)C[C@@H]1C	-5
O=c1c2ccccc2nc(CSc2nc(Cc3ccccc3)nc3ccccc23)n1-c1ccccc1	-6
O=C(CSc1ccccc1C(=O)O)c1ccc(Cl)cc1	-8
CC(C)(C)NS(=O)(=O)c1ccc(F)cc1	2
C[C@H](CO)N1C[C@H](C)[C@H](CN(C)Cc2ccc(C(F)(F)F)cc2)Oc2c(NC(=O)c3ccncc3)cccc2C1=O	-1
COc1ccc(NC(=O)O[C@H](c2ccc(OC)c(O)c2)[C@@H](CCO)OC)cc1	-2
Cc1c(NC(=O)CN(c2ccccc2F)S(C)(=O)=O)cccc1[N+](=O)[O-]	8
O=C(CSc1nnc(-c2ccccc2)c(-c2ccccc2)n1)Nc1cccc(C(F)(F)F)c1	20
C[C@H](CO)N1C[C@H](C)[C@H](CN(C)Cc2ccc(-c3ccccc3)cc2)Oc2ccc(NC(=O)Nc3ccccc3)cc2CC1=O	15
CN1CCCNC1c1ccc(-c2ccc(Br)cc2)o1 (stereo unspecified)	-9
CC(=O)Nc1ccc(NS(=O)(=O)c2ccc(Cl)c(C(=O)O)c2)cc1	27
COc1ccc(NC(=O)N(C)C[C@H]2OCCCC[C@@H](C)Oc3ccc(NS(=O)(=O)c4ccccc4)cc3C(=O)N([C@H](C)CO)C[C@@H]2C)cc1	8
O=C(O)c1cccc(-n2nnnc2SCc2ccccn2)c1	-16
Cc1noc(C)c1NC(=O)Nc1ccc2c(c1)C(=O)N([C@H](C)CO)C[C@H](C)[C@@H](CN(C)S(=O)(=O)c1cn(C)cn1)O2	-6
Cc1ccc2nc(-c3ccccc3)cn2c1	-9
COc1ccc(S(=O)(=O)Nc2cccc3c2O[C@H](CN(C)Cc2ccc(Cl)c(Cl)c2)[C@@H](C)CN([C@@H](C)CO)C3=O)cc1	55
CC(C)NC(=O)Nc1cccc2c1O[C@H](CN(C)Cc1ccc(C(=O)O)cc1)[C@H](C)CN([C@@H](C)CO)C2=O	-4
C[C@@H]1CN([C@H](C)CO)C(=O)Cc2cc(NC(=O)C3CCCCC3)ccc2O[C@H]1CN(C)C(=O)Nc1ccc2c(c1)OCO2	-3
COc1ccc(C2=CC(=O)N(c3ccccc3)C(c3ccccc3)O2)cc1 (stereo unspecified)	6
Going on with the list.
SMILES	ROS inducer
C[C@H](CO)N1C[C@H](C)[C@@H](CN(C)Cc2ccc(-c3ccccc3)cc2)Oc2ccc(NC(=O)Cc3cn(C)c4ccccc34)cc2C1=O	199*
C[C@@H]1CN([C@H](C)CO)C(=O)CCCn2cc(nn2)CO[C@@H]1CN(C)S(=O)(=O)c1cccc(C#N)c1	-6
CCOC(=O)c1ccccc1NC(=O)CC1Sc2ccc(C(F)(F)F)cc2NC1=O (stereo unspecified)	-7
Cc1ccc(N(CC(=O)Nc2cccc3ccccc23)S(C)(=O)=O)cc1Cl	-7
Cc1cc(NC(=O)C2CCCCC2C(=O)O)ccc1NC(=O)c1ccccc1 (stereo unspecified)	126*
C[C@H](CO)N1C[C@H](C)[C@H](CN(C)Cc2ccc3c(c2)OCO3)Oc2ccc(NS(=O)(=O)c3ccccc3)cc2C1=O	13
Cc1c(C#N)c(N=CN(C)C)c(C(=O)c2ccccc2)n1-c1ccccc1	2
COc1ccc(-n2c(N)c(-c3nc4ccccc4s3)c3nc(C#N)c(C#N)nc32)cc1	153*
C[C@H](CO)N1C[C@H](C)[C@H](CN(C)Cc2ccc(Oc3ccccc3)cc2)Oc2c(NS(C)(=O)=O)cccc2C1=O	-3
C[C@H](CO)N1C[C@H](C)[C@H](CN(C)S(=O)(=O)c2ccccc2)Oc2ccc(NS(=O)(=O)c3ccccc3)cc2C1=O	1
CC(C)NC(=O)Nc1ccc2c(c1)C(=O)N([C@H](C)CO)C[C@H](C)[C@H](CN(C)Cc1ccccc1)O2	-5
CCOC(=O)c1ccc(COC(=O)c2ccc3ccccc3c2O)o1	-1
Cc1ccc(C)c(NC(=O)CN(c2ccc(Br)cc2)S(C)(=O)=O)c1	-7
CNC[C@H]1Oc2c(NC(=O)Nc3ccccc3)cccc2C(=O)N([C@H](C)CO)C[C@@H]1C	-11
Cc1ccc(S(=O)(=O)Nc2ccc3c(c2)C(=O)N([C@H](C)CO)C[C@H](C)[C@@H](CN(C)S(=O)(=O)c2cn(C)cn2)OCCCC[C@@H](C)O3)cc1	-4
COc1ccc(S(=O)(=O)N(C)C[C@H]2Oc3ccc(NS(=O)(=O)c4ccc(F)cc4)cc3C(=O)N([C@@H](C)CO)C[C@H]2C)cc1	20
CC(C)NC(=O)N(C)C[C@H]1Oc2ccc(NC(=O)Nc3ccc4c(c3)OCO4)cc2CC(=O)N([C@H](C)CO)C[C@H]1C	-7

Screening results as filed in PubChem.
